RECQ1 inh: blocks DNA unwinding by human RECQ1; 0.54% of 240,000 active; RECQ1 DNA unwinding, red fluorescence kinetic read; AID 2549; Potency, µM (top dose mostly 57.3 µM), for inactives: at the highest dose activity, negative = inhibition, actives largely listed as inhibitors; P46063;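 further: plate controls were vehicle for no effect and no enzyme for full effect; nearly all actives have a fitted effect of over 30% in size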
Target sequence (P46063 whole entry, looked up): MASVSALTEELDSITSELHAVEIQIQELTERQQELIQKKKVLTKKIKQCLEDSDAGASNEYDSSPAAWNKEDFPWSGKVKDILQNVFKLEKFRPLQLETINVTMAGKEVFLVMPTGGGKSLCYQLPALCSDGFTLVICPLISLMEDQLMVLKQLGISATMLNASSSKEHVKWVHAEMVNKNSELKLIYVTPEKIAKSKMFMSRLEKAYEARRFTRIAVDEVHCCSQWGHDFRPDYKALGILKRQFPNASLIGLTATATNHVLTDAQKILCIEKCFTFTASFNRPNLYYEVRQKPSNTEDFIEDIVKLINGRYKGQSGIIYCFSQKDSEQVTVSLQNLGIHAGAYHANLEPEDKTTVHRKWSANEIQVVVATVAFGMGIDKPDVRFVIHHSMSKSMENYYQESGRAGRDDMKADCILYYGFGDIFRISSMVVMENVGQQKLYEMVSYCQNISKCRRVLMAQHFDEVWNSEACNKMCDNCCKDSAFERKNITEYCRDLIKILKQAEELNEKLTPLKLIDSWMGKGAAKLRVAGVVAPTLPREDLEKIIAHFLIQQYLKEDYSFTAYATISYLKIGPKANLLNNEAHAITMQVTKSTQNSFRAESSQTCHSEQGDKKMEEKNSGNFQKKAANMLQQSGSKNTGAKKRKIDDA
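RECQ1T1 50 nM; forked duplex (20 bp + 30-nt ss tails) 200 nM, ATP 2 mM final; pH 8.0, 2 mM MgCl2, 2.5 ug/ml poly(dI-dC); 15 min compound preincubation; discontinuous kinetic read over 2 h at RT.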
L3MBTL1 inh: L3MBTL1 (human) inhibition | AlphaScreen L3MBTL1–H3K9me1 peptide binding | Potency, µM (titrated, usually from 57.1 µM), for the others: top-dose activity, negative = inhibition, usual class: inhibitors | 0.66% of 230,000 active; further: on the % scale 0 is the no-effect control and ±100 the full control effect; nearly all actives have a fitted effect of over 60% in size
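Read-out is AlphaScreen signal from streptavidin donor and nickel chelate acceptor beads (10 ug/mL final each) bridging L3MBTL1 (50 nM) and biotinylated K9-monomethylated H3(1-15) peptide (75 nM), after 30 min compound exposure at room temperature.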
TexasRed fluor: counter-screen for TRb-SRC2 inhibitors: fluorescence interference | Potency, µM (titrated, usually from 106 µM), for the others: top-dose fluorescence change, negative = quenching | AID 1479 | 0.29% of 280,000 active | TRb/SRC2 Texas Red total fluorescence interference; active means well fitted curve in either direction with a large enough effect; inconclusive means small, poorly fitted or top-dose-only effect; further: on the % scale 0 is the no-effect control and ±100 the full control effect
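Human TRb ligand-binding domain at 0.6 uM with 20 nM Texas Red SRC2 peptide in Tris buffer containing 1 uM T3 and 5% DMSO, incubated with compound 5 h at ambient temperature. Total fluorescence (555/632 nm) calculated as parallel + 2 × perpendicular.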
HTT ATP protect: cytoprotection in Huntington HTT-Q103 PC12 cell model; PC12 HTT-Q103 induced, cytoprotection, ATP luminescence, 40 h; Potency, µM (highest dose often 56.4 µM), inactives show cytoprotection (ATP increase), most hits filed as activators; 0.14% of 230,000 active; AID 1471;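 further: % of control where 0% means no effect; nearly all actives have a fitted effect of over 45% in size; toxic huntingtin expression switched on by the ecdysone agonist tebufenozide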
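Compounds were screened for protection of PC12 cells against cell death after tebufenozide induction (100 nM final) of mutant Huntingtin exon 1 (Q103) fused to GFP.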
Tau fluor cs: counter-screen for tau fibril formation inhibitors | AID 1463 | Potency, µM (doses to about 57.7 µM), for inactives: top-dose activity change, negative = decrease | 0.93% of 280,000 active | tau K18 P301L Alexa594 fluorescence, heparin fibrillization; further: on the % scale 0 is the no-effect control and ±100 the full control effect; nearly all actives have a fitted effect of over 55% in size
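Human K18 P301L tau (15 uM unlabeled plus 0.24 uM Alexa 594-labeled, final) in 100 mM sodium acetate pH 7 was mixed with compound and 20 uM heparin and incubated 6 hr at 37 C.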
TRb-SRC2 inh: disrupts binding of human TR beta to SRC2. P10828. TRbeta-SRC2 peptide binding, fluorescence polarization; receptor liganded with 1 µM T3. Potency, µM (doses to about 106 µM), without a hit: top-dose activity change, negative = inhibition, hits mostly inhibitors. 0.065% of 280,000 active. AID 1469;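 further: plate controls were bound peptide for no effect and peptide without receptor for full effect; nearly all actives have a fitted effect of over 50% in size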
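Fluorescence polarization of 20 nM Texas Red SRC2 peptide with 0.6 uM human TRb ligand-binding domain, in Tris buffer with 1uM T3 and 5% DMSO. Incubated 5 hr ambient; normalized to unbound and bound controls.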
Tau fibril FP: tau fibrillization inhibition (FP); Potency, µM (top dose mostly 57.7 µM), inactives show at the highest dose activity, negative = inhibition, actives largely listed as inhibitors; 0.39% of 280,000 active; K18 P301L tau heparin fibrillization, Alexa594 FP, 6 h; further: on the % scale 0 is the no-effect control and ±100 the full control effect; nearly all actives have a fitted effect of over 55% in size
Target sequence (P10636 561-689 P618L limits assumed): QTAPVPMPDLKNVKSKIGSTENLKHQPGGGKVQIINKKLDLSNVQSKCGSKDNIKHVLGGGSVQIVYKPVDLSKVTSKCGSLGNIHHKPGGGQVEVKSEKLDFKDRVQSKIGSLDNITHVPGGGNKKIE
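Human K18 P301L fragment (15 uM unlabeled plus 0.24 uM Alexa 594-labeled) in 100 mM sodium acetate pH 7 with compound, aggregation induced by 20 uM heparin for 6 hr at 37 C. ThT (30 uM) added for 1 hr, then Alexa 594 FP read.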
Tau fibril ThT: inhibitors of human tau fibril formation, thioflavin T binding. 2.1% of 270,000 active. P10636. recombinant tau K18 P301L (four-repeat tau fragment), heparin-induced fibrillization, ThT fluorescence. Potency, µM (highest dose often 57.4 µM), inactives show top-dose activity, negative = inhibition, most hits filed as inhibitors. AID 1460; further: on the % scale 0 is the no-effect control and ±100 the full control effect; nearly all actives have a fitted effect of over 55% in size
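K18 P301L tau (15 uM + 0.24 uM Alexa 594-tagged), heparin 20 uM, NaOAc pH 7, 6 h 37 C; ThT 30 uM, 1 h RT, ex 450/em 510 nm.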
* marks the source's active call; other numbers are inactive results; i = inactive; ? = inconclusive; / = no result given; [ ] = dose if it differs, or a comment. Unless noted, the call rests on the fitted dose curve; in most records, active means well fitted curve in the direction sought with a large enough effect; inconclusive means small, poorly fitted or top-dose-only effect, or another doubt; inactive means no such curve, though single readings can be large; an effect the other way counts as inactive or inconclusive. Potency means the concentration at half of the fitted maximal effect. An excerpt (hit frequency here may not be typical).

Preview:
no.	canonical_smiles	RECQ1 inh	L3MBTL1 inh	TexasRed fluor	HTT ATP protect
1	O=C1CC(c2ccc(Cl)c(Cl)c2)CC(O)=C1C=NCCN1CCNCC1 (configuration not stated)	-9%	-7%	0%	-5%
2	CC1CN(S(=O)(=O)Cc2ccccc2)CC(C)O1 (configuration not stated)	-15%	12%	-1%	7%
3	C=CCN(CC=C)C(=S)NC(=O)c1ccc([N+](=O)[O-])cc1	-8%	0%	-1%	35%[10 µM]
4	Cc1cc(C)n(-c2nc3cc(Cl)c(Cl)cc3nc2Nc2ccc(F)cc2C)n1	/	/	0%	/
5	O=C(/C=C/c1cccs1)NC1CCS(=O)(=O)C1 (configuration not stated)	-7%	11%	0%	-11%[10 µM]

no.	Tau fluor cs	TRb-SRC2 inh	Tau fibril FP	Tau fibril ThT
1	5%	11%	3%	-3%
2	1%	-3%	6%	-2%
3	-7%	9%	1%	-8%
4	-1%	-1%	-2%	-3%
5	-2%	3%	-5%	-2%

The list itself, repeating the preview:
no.	canonical_smiles	RECQ1 inh	L3MBTL1 inh	TexasRed fluor	HTT ATP protect
1	O=C1CC(c2ccc(Cl)c(Cl)c2)CC(O)=C1C=NCCN1CCNCC1 (configuration not stated)	-9%	-7%	0%	-5%
2	CC1CN(S(=O)(=O)Cc2ccccc2)CC(C)O1 (configuration not stated)	-15%	12%	-1%	7%
3	C=CCN(CC=C)C(=S)NC(=O)c1ccc([N+](=O)[O-])cc1	-8%	0%	-1%	35%[10 µM]
4	Cc1cc(C)n(-c2nc3cc(Cl)c(Cl)cc3nc2Nc2ccc(F)cc2C)n1	/	/	0%	/
5	O=C(/C=C/c1cccs1)NC1CCS(=O)(=O)C1 (configuration not stated)	-7%	11%	0%	-11%[10 µM]
6	c1csc(-c2nc3ccccn3c2Nc2ccc3c(c2)OCCO3)c1	/	/	0%	/
7	CC(=O)Nc1ccc(Nc2cc(N3CCOCC3)c3nonc3c2[N+](=O)[O-])cc1	-33%	/	-2%	-32%[inhibitor]
8	CC1=C(C)CC(C(=O)NNC(=O)c2ccccc2O)C(C(=O)O)C1 (configuration not stated)	12%	/	-1%	-32%
9	O=C1Nc2ccccc2N(O)N1c1cc(-c2ccccc2)[nH]n1	-7%	2%	1%	/
10	Cc1ccc(CNC(=O)c2ccc3c(c2)NC(=O)C(CS(=O)(=O)Cc2ccc(F)cc2)N3)cc1 (configuration not stated)	/	/	-1%	/

no.	Tau fluor cs	TRb-SRC2 inh	Tau fibril FP	Tau fibril ThT
1	5%	11%	3%	-3%
2	1%	-3%	6%	-2%
3	-7%	9%	1%	-8%
4	-1%	-1%	-2%	-3%
5	-2%	3%	-5%	-2%
6	?	9%	?	?
7	0%	1%	-1%	3%
8	-8%	-9%	-4%	-15%
9	-2%	3%	9%	-4%
10	-13%	-2%	?	?

Further results follow.
no.	canonical_smiles	RECQ1 inh	L3MBTL1 inh	TexasRed fluor	HTT ATP protect
11	c1ccc2c(c1)nc(NCCN1CCOCC1)c1nncn12	0%	4%	-1%	2%
12	Cc1ccc(NC(=O)CSc2nnc(-c3ccccn3)n2N)c(Br)c1	-1%	25µM*	-1%	-3%[10 µM]
13	CCCCN(CCCC)CC(O)CN(c1cc([N+](=O)[O-])ccc1OC)S(=O)(=O)c1ccccc1 (configuration not stated)	-10%	-3%	3%	-16%[10 µM]
14	Cn1c(=O)[nH]c(=O)c2c1nc(N1CCOCC1)n2CCN1CCOCC1	-3%	0%	0%	-15%[0.074 µM]
15	Cc1ccc(NC(=S)Nc2ccc(F)cc2)c(C)c1	-1%	3%	-1%	-15%
16	COc1cccc2cc(C(C)OC(=O)Nc3ccc(C)cc3)oc12 (configuration not stated)	i	8%[11.4 µM]	-5%	-4%
17	O=[N+]([O-])c1ccc(Cl)cc1N1CCOCC1	i	-2%	-2%[53 µM]	-3%[10 µM]
18	O=C(CCCN1C(=O)c2ccccc2C1=O)Nc1ccc2c(c1)OCCO2	i	2%	-2%	/
19	CC1(C)OC2C(CO)OC(n3cnc4c(=S)nc[nH]c43)C2O1 (configuration not stated)	-4%	5%	3%	-3%[10 µM]
20	Cc1ccc(-n2nc(C)c(NC(=O)CCl)c2C)cc1C	-9%	-2%	-5%	/

no.	Tau fluor cs	TRb-SRC2 inh	Tau fibril FP	Tau fibril ThT
11	-5%	-2%	-3%	-3%
12	-14%	8%	-6%	?
13	-15%	-14%	-4%	3%
14	-9%	0%	2%	-9%
15	-4%	-4%	0%	-2%
16	?	-1%	2%	-12%
17	2%	4%[53 µM]	7%	-7%
18	-1%	-7%	-3%	-1%
19	3%	0%	-6%	3%
20	-5%	-3%	1%	-9%

(continued)
no.	canonical_smiles	RECQ1 inh	L3MBTL1 inh	TexasRed fluor	HTT ATP protect
21	COc1ccc(Cn2c(=O)n(-c3ccc(OC)cc3)c(=O)c3c2c2cc(OC)ccc2n3C)cc1	/	/	-1%	/
22	Cc1ccc(-n2nc(C(=O)NCc3ccc(C)o3)c3c4ccccc4n(C)c3c2=O)cc1	i	/	-2%	-40%[inhibitor]
23	O=C(CCN1C(=O)c2ccccc2C1=O)CN1CCOCC1	-7%	8%	-3%	-2%
24	Cc1cc(C)cc(NC(=S)NCCCO)c1	1%	-2%	-1%	12%[10 µM]
25	COc1cc(C(=O)N2CCN(c3ncnc4sc(C)c(C)c34)CC2)cc(OC)c1OC	-1%	-10%	2%	-4%[10 µM]
26	Cc1nnsc1C(=O)NNC(=O)c1cccc2ccccc12	-1%	14%	0%	-3%[10 µM]
27	OC1(c2ccc(F)cc2)CSC(=Nc2cccnc2)N1Cc1ccco1 (configuration not stated)	i	7%[11.4 µM]	-1%	-9%
28	CC(C(=O)Nc1ccc2c(c1)OCCO2)N(c1ccccc1)S(C)(=O)=O (configuration not stated)	i	/	-2%	7%[10 µM]
29	CN1CCN(CCCNC(=O)c2cc3c(-c4ccc(Cl)cc4)nn(C)c3s2)CC1	44%[activator]	/	-5%	-77%[inhibitor]
30	COc1ccc(OCCCC(=O)NCC(C)C)cc1	i	/	2%	-9%

no.	Tau fluor cs	TRb-SRC2 inh	Tau fibril FP	Tau fibril ThT
21	-1%	1%	-8%	-6%
22	-14%	5%	2%	-11%
23	-3%	-7%	-5%	-1%
24	7%	-7%	8%	2%
25	3%	-18%	1%	-2%
26	3%	4%	1%	0%
27	-8%	-4%	3%	-11%
28	-4%	1%	1%	/
29	-18%	6%	9%	16%
30	5%	-15%	-2%	1%

The results go on:
no.	canonical_smiles	RECQ1 inh	L3MBTL1 inh	TexasRed fluor	HTT ATP protect
31	COC(=O)[C@@H]1CCCN1C(=O)[C@@H](C)CO	i[11.5 µM]	/	-2%[11.2 µM]	12%[10 µM]
32	CC(C)(C)C1CCC2(CC1)C(Nc1cccc(C(F)(F)F)c1)=NC(=S)N2CC#N (configuration not stated)	-3%	-5%	0%	-9%[10 µM]
33	Cc1ccc(-c2nnn(CC(=O)Nc3nnc(C(C)C)s3)n2)cc1	1%	-1%	-4%	-18%[10 µM]
34	O=C(CCS(=O)(=O)c1cccc2nonc12)NCCc1ccccc1	1%	/	-2%	6%
35	CCc1cc(C(=O)N2CCCC(CNS(=O)(=O)c3cccs3)C2)n(C)n1 (configuration not stated)	-2%	-19%	0%	-7%[10 µM]
36	Cc1nc2cc(Cl)c([N+](=O)[O-])cc2s1	0%	-4%	-4%	4%[10 µM]
37	O=C(CN1C(=O)c2ccccc2S1(=O)=O)NCCSCc1ccco1	-10%	-4%	-7%	12%
38	CSc1nc(Oc2ccc(=O)n(C)n2)nc(N(C)C)n1	i	-4%	2%	5%
39	O=C(Nc1ccccc1Cl)c1ccc2c(c1)N(Cc1ccc(F)cc1)C(=O)CS2=O (configuration not stated)	i	3%	2%	11%
40	COC(=O)Nc1nc2c(s1)CCCC2	-13%	-6%	1%	3%[10 µM]

no.	Tau fluor cs	TRb-SRC2 inh	Tau fibril FP	Tau fibril ThT
31	-2%[11.6 µM]	-2%[11.2 µM]	-4%[11.6 µM]	3%[11.5 µM]
32	-8%	5%	4%	2%
33	-23%	-1%	-11%	-11%
34	6%	-21%	6%	-1%
35	-8%	-4%	3%	-2%
36	-12%	5%	-4%	-15%
37	6%	7%	3%	-1%
38	3%	-2%	2%	0%
39	-3%	14%	2%	4%
40	2%	-12%	5%	-6%

Next section
no.	canonical_smiles	RECQ1 inh	L3MBTL1 inh	TexasRed fluor	HTT ATP protect
41	CCC(O)(c1ccc(OC)cc1)C(CN1CCOCC1)c1ccccc1 (configuration not stated)	-1%	/	-1%	/
42	COc1cc(/C=N/NC(=O)c2ccccc2)ccc1O	-3%	2%	-2%	-21%
43	CCC(C)C(NC(N)=O)C(=O)Nc1ccc(C(=O)OC)cc1 (configuration not stated)	-3%	52%[activator]	-7%	-16%
44	Cc1ccc(-c2nc3ccsc3c(=O)o2)cc1	-5%	3%	0%	-64%[inhibitor]
45	COc1cccc(C(=O)C2CCCN(C(=O)CCC3=NNC(=O)CC3)C2)c1 (configuration not stated)	-3%	47%[activator]	-8%	-1%[10 µM]
46	N#CC1=C(N)NC(SCc2ccc(F)cc2)=C(C#N)C12CCCCC2	-2%	-15%	-2%	-48%[inhibitor]
47	O=C(Nc1cccc(S(=O)(=O)N2CCCC2)c1)c1ccc2ccccc2n1	i	-7%	0%	-34%[inhibitor]
48	CO/N=C(\Cn1ncc(NC2CCCCC2)c(Br)c1=O)c1ccc(Cl)cc1	i	1%	-3%	-16%

no.	Tau fluor cs	TRb-SRC2 inh	Tau fibril FP	Tau fibril ThT
41	-5%	0%	-6%	-4%
42	-2%	0%	2%	-16%
43	-4%	-13%	1%	-2%
44	-5%	3%	0%	-11%
45	-15%	-2%	-10%	-3%
46	18µM*[quencher]	-4%	?	-8%
47	?	-4%	-14%	3%
48	-6%	1%	5%	?
